# Screens (PubChem)
# GALK inhibitor: qHTS Assay for Inhibitors of Human Galactokinase (GALK); P51570; Purified GALK, Kinase-Glo residual ATP luminescence; Potency, µM (top dose mostly 57.5 µM), without a hit: top-dose activity change, negative = inhibition, actives largely listed as inhibitors; actives 0.007% (n = 270,000); AID 1868, 2009; further: potency means the concentration at half of the fitted maximal effect; on the % scale 0 is the no-effect control and ±100 the full control effect
#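 GALK at 5 nM final was combined with compound, 35 uM ATP and 100 uM galactose in HEPES pH8.0 with MgCl2 and DTT. The reaction ran one hour at room temperature before luminescent ATP detection.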
# KCNH2 3.1 block: qHTS for Inhibitors of KCHN2 3.1: Mutant qHTS; Potassium voltage-gated channel subfamily H member 2, brain isoform KCNH2 3.1 (human); U2OS KCNH2 3.1, thallium flux FluxOr; stronger effect = lower value; activity change, % (tested at about 1.8 µM); actives 0.95% (n = 340,000); AID 720553, 2013;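 active means maximum activity change below -70%; inconclusive means maximum activity change from -70% to -50%; inactive means maximum activity change above -50%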;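 further: thallium influx rate constant from kinetic fluorescence after stimulation buffer; on the % scale 0 is the no-effect control and ±100 the full control effect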
#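 Steps: virus added to U2OS suspension (4 h, RT, dark); medium with 10% FBS added, cells plated, 37 C overnight; FluxOr/Red40 loading buffer 45 min RT; stimulation buffer, 2 min kinetic read; rate constant normalized.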
# Coupling enz: qHTS Assay for Inhibitors of Fructose-1,6-bisphosphate Aldolase from Giardia Lamblia: Coupling assay counterscreen. coupling enzyme system counterscreen, AmpLite Red fluorescence. activity change, negative = inhibition, % at 58.2 µM, hits read low. actives 0.67% (n = 290,000). AID 2472, 2010; in the data active means activity change below about -30%; further: on the % scale 0 is the no-effect control and ±100 the full control effect
#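 Coupling enzymes only (glyceraldehyde-3-phosphate) + compound, at 57.5 uM final, 10 min RT; add substrate/coupling/AmpLite Red mix, 20 min RT; fluorescence ex 525/em 598 nm. Actives flag coupling-system interference.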
# Giardia kill: Small Molecules that selectively kill Giardia lamblia: qHTS; Giardia lamblia trophozoite viability; activity change, % at 7.66 µM, hits read low; actives 0.15% (n = 340,000); AID 540267, 2011; in the data active means activity change below about -80%; inconclusive means between about -30% and that limit;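 further: parasites exposed to compound for two days anaerobically before the ATP read; on the % scale 0 is the no-effect control and ±100 the full control effect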
#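 Luminescence from cellular ATP indicates surviving trophozoites (100 cells/well) following 48 hrs anaerobic compound treatment at 37 deg C; signal develops 15-30 min at room temperature.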
# PKM2 activator: qHTS Assay for Activators of Human Muscle isoform 2 Pyruvate Kinase; Pyruvate kinase PKM (Homo sapiens), P14618; purified PKM2, Kinase-Glo ATP luminescence, activation; response scale: 0% is enzyme alone, no compound; Potency, µM (highest dose often 57.5 µM), for inactives: at the top dose activation, most hits filed as activators; actives 0.34% (n = 260,000); AID 1631, 2009; further: potency means the concentration at half of the fitted maximal effect; on the % scale 0 is the no-effect control and ±100 the full control effect; nearly all actives have a fitted effect of over 55% in size
#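 hPK-M2, >95% pure; 0.1 mM ADP / 0.5 mM PEP final; imidazole pH7.2 buffer w/ 7 mM MgCl2, 50 mM KCl; 1 h RT; Kinase-Glo lum. Intermediate enzyme activity for dual inhibitor/activator qHTS.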
# KCNH2 WT inh: qHTS for Inhibitors of KCHN2 3.1: Wildtype qHTS. Voltage-gated inwardly rectifying potassium channel KCNH2 (Homo sapiens), Q12809. activity change, % at 1.84 µM. U2OS, BacMam KCNH2, thallium flux FluxOr; stronger effect = lower value. actives 0.37% (n = 340,000);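 active means maximum activity change below -70%; inconclusive means maximum activity change between -70% and -50%; inactive means maximum activity change above -50%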; further: on the % scale 0 is the no-effect control and ±100 the full control effect
#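 U2OS cells transduced with wild-type KCNH2 virus are loaded with FluxOr dye for 45 min, and thallium flux is measured in kinetic reads before and after stimulation buffer. Rate constants are normalized to DMSO controls.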
# USP2a block: qHTS Assay for Inhibitors of Ubiquitin-specific Protease USP2a Using CHOP2 as the Reporter; Ubiquitin carboxyl-terminal hydrolase 2 (Homo sapiens), O75604; USP2 core, Ub-CHOP2 coupled fluorogenic reporter, 485/531; Potency, µM (titrated, usually from 38.3 µM), for inactives: top-dose activity change, negative = inhibition, actives largely listed as inhibitors; actives 0.01% (n = 330,000); AID 463254, 2010;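 further: potency means the concentration at half of the fitted maximal effect; plate controls were DMSO wells for no effect and full inhibition by NEM control for full effect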
#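 Cell-free coupled assay: 10nM USP2 core preincubated 30min RT with compound in Tris-HCl pH 8.0/CaCl2/CHAPS buffer, then 25nM Ub-CHOP2 and 25nM reporter substrate; fluorescence (Ex 485/Em 531) read after 60min RT, normalized to NEM inhibition, concentration-response curves fitted.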
# MLL CXXC-DNA inh: qHTS Fluorescence Polarization Assay for Inhibitors of MLL CXXC domain - DNA interaction; Histone-lysine N-methyltransferase 2A (Homo sapiens), Q03164; MLL-CXXC / FITC-HOXA9 DNA fluorescence polarization; Potency, µM (titrated, usually from 115 µM), inactives show at the highest dose activity change, negative = inhibition, usual class: inhibitors; actives 0.037% (n = 290,000); AID 2662, 2010; active means well fitted inhibition curve with a large enough effect in the polarisation, with a control signal flat, not every such curve was filed as active; inconclusive means small, poorly fitted or top-dose-only effect, or effect the other way, or a change in a side signal; inactive means no such curve, though single readings can be large or run the other way; the % refers to the polarisation; further: potency means the concentration at half of the fitted maximal effect
#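 Purified MLL-CXXC (added from a 7 uM solution) was preincubated 5 min at ambient with pinned compounds in 50 mM Tris-HCl pH 7.5, 50 mM NaCl, 1 mM DTT, 0.05% BSA. Fluorescein-labeled HOX-A9 DNA (50 nM solution) followed, 30 min, then polarization read.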
# Menin MLL FP TR: qHTS Assay for Inhibitors Targeting the Menin-MLL Interaction in MLL Related Leukemias: Competition With Texas Red Labeled MLL-derived Mutant Peptide. O00255. Menin + Texas Red MLL mutant peptide, fluorescence polarization. Potency, µM (series often up to 61.6 µM), inactives show at the top dose FP activity change, negative = inhibition, actives largely listed as inhibitors. actives 0.23% (n = 270,000). AID 1768, 2009; active means well fitted inhibition curve with a large enough effect in the polarisation, with a control signal flat, not every such curve was filed as active; inconclusive means small, poorly fitted or top-dose-only effect, or effect the other way, or a change in a side signal; inactive means no such curve, though single readings can be large or run the other way; the % refers to the polarisation; further: potency means the concentration at half of the fitted maximal effect; % of control where 0% means no effect; many of its hits are not listed in these tables
# B2AR arrestin: qHTS assay of beta-arrestin-biased ligands of beta2-adrenergic receptor. actives 0.02% (n = 330,000). Potency, µM (top dose mostly 46.1 µM), for inactives: at the top dose activation, usual class: activators. AID 492947, 2010. beta-arrestin recruitment to beta2AR, cell-based reporter. Beta-2 adrenergic receptor (Homo sapiens), P07550;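 further: potency means the concentration at half of the fitted maximal effect; 0% = DMSO controls and full agonism = EC100 isoproterenol or metaproterenol; nearly all actives have a fitted effect of over 65% in size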
# TRPV1 ag: HTS Assay for Compounds that Act as Agonists of the Vanilloid Receptor 1. Transient receptor potential cation channel subfamily V member 1 (Homo sapiens), Q8NER1. TRPV1-expressing cells, Fluo-8 calcium influx, agonist mode. activation, % at 8.33 µM. actives 0.19% (n = 320,000); in the data active means activation above about 80%; inconclusive means between about 30% and that limit; further: 0% is about no effect
# Target sequence (Q8NER1 whole entry, looked up): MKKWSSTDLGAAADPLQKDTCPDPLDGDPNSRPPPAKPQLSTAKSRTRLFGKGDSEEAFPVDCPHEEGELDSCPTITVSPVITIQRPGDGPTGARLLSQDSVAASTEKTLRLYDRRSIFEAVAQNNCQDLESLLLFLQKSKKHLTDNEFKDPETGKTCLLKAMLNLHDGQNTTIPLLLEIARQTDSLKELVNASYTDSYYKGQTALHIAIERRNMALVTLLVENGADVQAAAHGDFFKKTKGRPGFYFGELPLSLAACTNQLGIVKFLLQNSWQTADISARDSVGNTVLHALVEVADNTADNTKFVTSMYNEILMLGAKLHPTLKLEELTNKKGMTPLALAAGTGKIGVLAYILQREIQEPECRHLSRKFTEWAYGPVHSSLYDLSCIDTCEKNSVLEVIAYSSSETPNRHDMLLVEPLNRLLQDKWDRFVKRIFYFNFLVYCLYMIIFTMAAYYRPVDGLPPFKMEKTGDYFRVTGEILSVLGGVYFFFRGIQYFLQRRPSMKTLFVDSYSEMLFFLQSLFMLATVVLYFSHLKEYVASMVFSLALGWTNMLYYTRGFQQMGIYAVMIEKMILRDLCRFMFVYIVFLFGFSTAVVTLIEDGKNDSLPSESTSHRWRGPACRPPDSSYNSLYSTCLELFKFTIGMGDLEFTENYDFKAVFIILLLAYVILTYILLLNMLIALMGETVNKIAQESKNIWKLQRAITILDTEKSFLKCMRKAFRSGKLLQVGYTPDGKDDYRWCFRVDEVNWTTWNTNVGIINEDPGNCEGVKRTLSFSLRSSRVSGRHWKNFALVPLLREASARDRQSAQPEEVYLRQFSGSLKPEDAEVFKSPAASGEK
#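 Fluo-8 calcium influx in TRPV1-expressing cells, kinetic read (ex 480/em 520 nm). Compound added and read 3 min for agonist activity, followed by capsaicin at EC20 final and 2 min further read for enhancement.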
# * marks the source's active call; other numbers are inactive results; i = inactive; ? = inconclusive; . = no result given; [ ] = another dose, or the depositor's remark. Unless noted, the call rests on the fitted dose curve; in most records, active means well fitted curve in the direction sought with a large enough effect; inconclusive means small, poorly fitted or top-dose-only effect, or another doubt; inactive means no such curve, though single readings can be large; an effect the other way counts as inactive or inconclusive. A portion of the library; count on the stated rates, not on these rows.
SMILES,GALK inhibitor,KCNH2 3.1 block,Coupling enz,Giardia kill,PKM2 activator,KCNH2 WT inh,USP2a block,MLL CXXC-DNA inh,Menin MLL FP TR,B2AR arrestin,TRPV1 ag
Cc1nc2nc(-c3ccc(F)cc3)cn2nc1C,12.1%,3.3,0.4,-28.2,.,-1.5,-1.4%,40.6%,7.3%,-0.2%,2.0
CNC(=O)c1cn(-c2ccccc2)c(=O)c2ccccc12,1.5%,11.7,1.4,-7.8,1.1%,5.4,-1.8%,2.8%,14.3%,1.5%,-4.0
CCC1CCCCN1CC(O)Cn1c2ccccc2n2c(=O)cc(C)c(C#N)c12 (stereo not given),0.4%,6.0,0.3,-21.8,19.9%,24.3,1.5%,?,?,11.0%,1.8
COc1ccc(Cn2nnnc2CN2CCC(O)(c3ccccc3F)CC2)cc1,3.9%,6.4,-1.0,20.3,-0.1%,-0.8,0.4%,-7.3%,2.2%,-0.5%,8.2
COc1cc(NS(=O)(=O)c2ccc(-c3ccc(=O)[nH]n3)o2)cc(OC)c1OC,3.4%,10.3,1.6,-25.6,.,-2.2,2.5%,-5.2%,2.2%,-0.1%,-0.5
O=C(c1cc2ccccc2oc1=O)N(Cc1cccs1)C1CCS(=O)(=O)C1 (stereo not given),1.1%,-162.8*,1.6,23.9,-8.8%,-174.2*,3.4%,-1.9%,0.7%,-0.3%,1.7
COC(=O)C(C)Oc1ccc(Oc2nc(Cl)ccc2Cl)cc1 (stereo not given),-3.0%,10.6,-0.1,2.5,-0.1%,6.6,-2.0%,0.2%,?,0.3%,2.4
O=C(COc1cc2oc(=O)c3c(c2cc1Cl)CCCC3)NCC1CCC(C(=O)O)CC1 (stereo not given),-8.1%,6.0,.,2.7,.,-8.3,1.7%,-29.7%,.,-0.1%,-1.0
Cc1ccc2c(c1)[nH]c1c(=O)n(Cc3ccccn3)cnc12,5.4%,2.5,1.7,-5.4,7.3%,-11.4,5.4%,0.8%,3.8%,-0.3%,8.3
CCc1ccc(CSc2nccn2-c2ccccc2)cc1,-2.4%,-7.7,0.1,10.8,-3.8%,-5.9,3.6%,1.4%,.,-0.5%,.
COc1ccc(/C=N/NC(=O)CN(C)C(=O)OCc2ccccc2)cc1OC,0.2%,9.5,5.7,-6.0,0.4%,-1.2,3.7%,17.9%,-12.7%,-1.1%,1.7
CCOc1ccc2nc(N3CCC(C(=O)NCCCN4CCOCC4)CC3)sc2c1,1.7%,-0.9,-0.2,-2.7,-0.3%,-7.9,-4.9%,2.6%,.,0.3%,4.8
O=C(NCC(c1ccc(F)cc1)N1CCOCC1)c1ccc(C(=O)c2ccccc2)cc1 (stereo not given),5.4%,5.6,0.1,-9.3,0.9%,-6.9,1.6%,-2.0%,.,0.1%,1.5
O=C(COc1ccccc1[N+](=O)[O-])Nc1cccc(Cl)c1N1CCOCC1,3.9%,2.7,.,-15.7,-11.0%,-16.5,-0.7%,5.7%,.,-0.5%,?
O=C(Cc1cc(=O)[nH]c(=O)[nH]1)NCCN1CCOCC1,0.7%,-3.5,2.3,-25.7,-0.3%,-12.3,0.9%,-0.2%,-12.1%,-1.1%,-1.2
Cc1ccc(OC(=O)C(C)c2cccc(C(=O)c3ccccc3)c2)cc1 (stereo not given),.,0.1,2.8,20.8,5.3%,4.0,-0.6%,-6.0%,12.6%,0.6%,28.6
CCCN1CCc2c(sc3nc(SC)n(-c4ccccc4)c(=O)c23)C1,2.9%,-10.9,1.5,5.9,.,-15.2,-0.2%,18.1%,?,-0.2%,0.8
CC(C)CN(C(=O)c1cccs1)C1CCS(=O)(=O)C1 (stereo not given),.,-0.4,.,-26.3,.,2.8,0.7%,.,.,0.0%,-2.6
CCOc1cccc2sc(=NC(=O)CCS(=O)(=O)c3ccccc3)n(CC)c12,3.5%,-18.5,-0.2,?,-4.1%,-12.7,2.7%,8.5%,-3.8%,0.0%,23.8
COc1ccc(C(=O)Nc2nc(N)n(-c3ccccc3)n2)cc1OC,3.8%,10.7,-0.6,5.6,-3.4%,1.9,1.7%,3.1%,11.2%,-0.2%,-1.5
Cc1ccc(S(=O)(=O)N2CCCCC2)cc1NC(=O)C1=NN(c2ccccc2)C(=O)CC1,.,-13.9,.,20.3,.,-4.0,0.3%,.,.,-0.2%,-2.2
Cc1noc(C)c1COC(=O)/C=C/c1ccccc1Cl,-6.0%,-19.3,5.7,-8.5,0.0%,-3.9,0.3%,-3.5%,-9.1%,0.0%,11.4
CC(C)=CCC/C(C)=C/CNC(=O)C[C@H]1C[C@H](C(=O)N2CCCCC2)[C@@]2(C)c3[nH]c4ccc(Cl)cc4c3CCN2C1=O,.,6.4,.,?,.,-5.5,-1.3%,.,.,-0.7%,.
CCCCCCCCNC(=O)c1cnsn1,.,2.1,2.2,2.8,2.0%,i,2.0%,-0.9%,-14.6%,-1.2%,?

# Gathered by group, those above containing an aryl thioether with sulfur outside any ring
SMILES,GALK inhibitor,KCNH2 3.1 block,Coupling enz,Giardia kill,PKM2 activator,KCNH2 WT inh,USP2a block,MLL CXXC-DNA inh,Menin MLL FP TR,B2AR arrestin,TRPV1 ag
CCc1ccc(CSc2nccn2-c2ccccc2)cc1,-2.4%,-7.7,0.1,10.8,-3.8%,-5.9,3.6%,1.4%,.,-0.5%,.
CCCN1CCc2c(sc3nc(SC)n(-c4ccccc4)c(=O)c23)C1,2.9%,-10.9,1.5,5.9,.,-15.2,-0.2%,18.1%,?,-0.2%,0.8

# Further structures.
SMILES,GALK inhibitor,KCNH2 3.1 block,Coupling enz,Giardia kill,PKM2 activator,KCNH2 WT inh,USP2a block,MLL CXXC-DNA inh,Menin MLL FP TR,B2AR arrestin,TRPV1 ag
COC(=O)c1sc(NC(=O)c2ccc(C)o2)nc1C,-2.4%,-5.6,1.4,-5.1,-32.7%,-25.1,-4.3%,0.1%,-9.6%,-1.5%,15.3
CNc1ccccc1C(=O)OC(C)C(=O)Nc1ccc(S(=O)(=O)N2CCCC2)cc1 (stereo not given),-2.0%,5.2,.,-3.2,-9.3%,-12.5,-7.3%,?,.,0.4%,6.3
CC(=O)Nc1c(O)nc(SCC(=O)Nc2c(C)cccc2C)[nH]c1=O,4.6%,2.5,-0.3,10.5,5.1%,-5.4,0.7%,22.2%,4.2%,-0.1%,0.2
O=C(O)C(c1ccccc1)C1(O)CCCCC1 (stereo not given),-1.7%,-18.2,-0.2,-11.2,3.5%,2.3,4.5%,0.4%,-12.5%,0.4%,-0.4
COc1ccccc1N1CCN(S(=O)(=O)c2cc(-c3cc(C)no3)ccc2C(C)C)CC1,0.8%,0.5,-0.1,8.8,0.1%[0.46 µM],-8.3,0.5%,-5.4%,7.0%,-0.6%,-5.1
CCCN1CCN(C(=O)Nc2ccc(OCC)cc2)CC1,2.3%,-18.2,-0.6,3.7,4.3%,0.4,7.5%,-1.4%,12.7%,0.5%,0.3
O=C(Nc1ccccc1N1CCN(c2ccccc2)CC1)C1CCCCC1,-0.3%,-8.2,2.6,0.3,-3.2%,2.0,2.4%,7.9%,-5.6%,0.0%,10.4
O=C(c1cc(-c2ccco2)on1)N1CCCc2ccccc21,-1.4%,-14.3,1.5,-8.5,6.3%,-9.9,4.1%,4.5%,13.9%,0.2%,1.2
COC(=O)c1cc(S(=O)(=O)N2CCC(C(N)=O)CC2)oc1C,-1.5%,5.8,-6.2,?,4.1%,1.6,9.1%,14.7%,.,0.0%,0.7
CC(C)CN(C(=O)Cn1ccccc1=O)C1CCS(=O)(=O)C1 (stereo not given),.,1.9,.,-2.4,.,-9.6,2.1%,.,.,0.1%,1.6
